TrxR1 inh: blocks rat thioredoxin reductase 1. O89049. recombinant rTrxR1, NADPH fluorescence consumption, selenite substrate. Potency, µM (top dose mostly 114 µM), inactives show at the highest dose activity change, negative = inhibition, usual class: inhibitors. actives 1% (n = 390,000); also: % is scaled to controls: 0 for no effect and ±100 for the full control effect; nearly all actives have a fitted effect of over 65% in size
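Rat TrxR1 (90 nM in the dispensed reagent) was pre-reduced with 400 uM NADPH for 5 min at room temperature, then incubated with compound for 15 min. After 400 uM selenite was added, NADPH fluorescence (Ex 340/Em 450 nm) was followed for 8 min.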
Vif-APOBEC3G blk: inhibitors of Vif-APOBEC3G interaction. Q9HC16. Potency, µM (doses to about 46.1 µM), for the others: at the highest dose activity, negative = active, hits mostly inhibitors. HeLa A3G-eYFP + Vif (tagged APOBEC3G with the HIV-1 protein that degrades it), YFP fluorescence, overnight. AID 602310. actives 0.076% (n = 410,000);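 also: % is scaled to controls: 0 for no effect and ±100 for the full control effect; nearly all actives have a fitted effect of over 60% in size; hits raise eYFP signal because A3G escapes Vif-driven loss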
Target sequence (Q9HC16 whole entry, looked up): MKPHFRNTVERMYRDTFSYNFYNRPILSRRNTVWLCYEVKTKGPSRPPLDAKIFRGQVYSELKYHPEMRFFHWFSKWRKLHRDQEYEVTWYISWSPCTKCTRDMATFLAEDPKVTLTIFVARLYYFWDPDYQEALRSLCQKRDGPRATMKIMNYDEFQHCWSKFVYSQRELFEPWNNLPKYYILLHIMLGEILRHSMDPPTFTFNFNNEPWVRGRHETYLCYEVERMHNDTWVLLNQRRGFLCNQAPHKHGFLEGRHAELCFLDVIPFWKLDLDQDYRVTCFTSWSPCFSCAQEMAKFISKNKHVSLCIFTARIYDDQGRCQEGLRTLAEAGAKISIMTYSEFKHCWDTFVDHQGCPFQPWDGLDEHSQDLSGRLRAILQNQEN
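HeLa cells stably expressing Vif and C-terminally eYFP-tagged A3G, seeded overnight at 37 deg C, then exposed to compound by pintool overnight at 37 deg C. Rise in yellow fluorescence (Ex 488/Em 500-530, Acumen) marks blocked Vif-driven A3G degradation.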
12-LOX inh: blocks human arachidonate 12S-lipoxygenase. P18054. Potency, µM (series often up to 108 µM), for inactives: at the top dose activity change, negative = inhibition, most hits filed as inhibitors. purified 12hLO, xylenol orange hydroperoxide absorbance. actives 1.1% (n = 580,000); also: % is scaled to controls: 0 for no effect and ±100 for the full control effect
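Purified human 12hLO (150 nM final) in 25 mM Hepes, 0.01% Triton X-100, pH 7.0 was preincubated 15 min at room temperature with compound. Then 40 uM arachidonic acid was added, 30 min. Hydroperoxide was read by Fe-XO absorbance ratio 573/405 nm.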
RXFP1 agonist: activates the human relaxin receptor RXFP1; Q9HBX9; AID 2676; HEK293T-RXFP1 cAMP TR-FRET, 30 min; response scale: percent of porcine relaxin response, buffer zero; Potency, µM (titrated, usually from 57.5 µM), without a hit: at the top dose activation, usual class: activators; actives 0.3% (n = 370,000); also: % is scaled to controls: 0 for no effect and ±100 for the full control effect; nearly all actives have a fitted effect of over 60% in size; many of its hits are not listed in these tables
Target sequence (Q9HBX9 whole entry, looked up): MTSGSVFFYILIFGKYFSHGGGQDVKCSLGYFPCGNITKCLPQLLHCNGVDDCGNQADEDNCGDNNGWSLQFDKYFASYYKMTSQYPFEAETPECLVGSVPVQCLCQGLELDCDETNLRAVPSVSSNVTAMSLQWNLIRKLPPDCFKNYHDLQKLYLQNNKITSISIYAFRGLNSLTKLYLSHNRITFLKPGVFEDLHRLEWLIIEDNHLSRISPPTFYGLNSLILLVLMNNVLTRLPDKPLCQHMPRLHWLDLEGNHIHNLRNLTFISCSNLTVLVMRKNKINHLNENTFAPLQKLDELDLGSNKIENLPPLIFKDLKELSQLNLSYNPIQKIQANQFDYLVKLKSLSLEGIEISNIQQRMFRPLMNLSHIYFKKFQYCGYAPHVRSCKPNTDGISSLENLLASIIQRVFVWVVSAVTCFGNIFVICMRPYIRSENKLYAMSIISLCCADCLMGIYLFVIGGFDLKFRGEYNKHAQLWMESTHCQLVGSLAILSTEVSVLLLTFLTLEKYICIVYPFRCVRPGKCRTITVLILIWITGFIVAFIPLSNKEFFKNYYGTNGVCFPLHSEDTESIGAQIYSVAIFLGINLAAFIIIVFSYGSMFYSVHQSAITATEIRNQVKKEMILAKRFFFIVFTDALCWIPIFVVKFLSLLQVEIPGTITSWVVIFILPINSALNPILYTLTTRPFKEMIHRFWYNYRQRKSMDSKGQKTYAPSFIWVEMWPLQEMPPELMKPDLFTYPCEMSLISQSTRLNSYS
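cAMP rise read by TR-FRET after 30 min, 37C compound exposure (up to 58 uM) in RXFP1-transfected HEK293 cells with Ro 20174 present. EC50 from Hill-equation fits, with 29 nM porcine relaxin as 100% and buffer as basal.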
TrxR1 substrate: substrates of rat thioredoxin reductase 1; O89049; purified TrxR1 substrate turnover, NADPH consumption readout; Potency, µM (doses to about 114 µM), for inactives: at the highest dose activity change, negative = substrate turnover; actives 0.01% (n = 390,000); also: % is scaled to controls: 0 for no effect and ±100 for the full control effect; nearly all actives have a fitted effect of over 50% in size
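Rat TrxR1, dispensed at 90 nM, was prereduced with 400 uM NADPH (final) for 5 min at ~22 deg C, then incubated with compound 15 min before 400 uM selenite. A first-read NADPH fluorescence drop versus no-compound background flagged substrates.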
Vif-APOBEC3F blk: Vif-A3F binding inhibition | HeLa A3F-eYFP + Vif (tagged APOBEC3F with the HIV-1 protein that degrades it), YFP fluorescence increase | Potency, µM (highest dose often 46.1 µM), inactives show at the top dose activity, negative = active | actives 0.2% (n = 390,000) | AID 602313; also: % of control where 0% means no effect; nearly all actives have a fitted effect of over 65% in size
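Fluorescence increase (Ex 488/Em 500-530) after overnight compound treatment at 37 deg C flags inhibition of Vif-driven A3F-eYFP loss in stable HeLa A3F-eYFP/Vif cells seeded overnight beforehand.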
USP1-UAF1 inh: blocks the human USP1/UAF1 deubiquitinase complex | AID 743255 | actives 0.23% (n = 390,000) | recombinant USP1/UAF1, Ub-Rhodamine cleavage fluorescence | O94782 | Potency, µM (highest dose often 57.1 µM), for the others: top-dose activity change, negative = inhibition, most hits filed as inhibitors; also: % is scaled to controls: 0 for no effect and ±100 for the full control effect; nearly all actives have a fitted effect of over 60% in size; inactives centre near -12
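1 nM enzyme complex + cpd, 15 min RT; start with Ub-Rho 150nM final; kinetic fluorescence ex 480/em 540, 6 reads q60 s. Buffer 50mM HEPES pH 7.8, 0.5mM EDTA, 0.1 mg/ml BSA, 1mM TCEP, 0.01% Tween-20.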
mIDH1 inhibitor: blocks human mutant IDH1 R132H enzyme; O75874; IDH1-R132H enzyme, NADPH consumption, diaphorase/resazurin fluorescence; Potency, µM (highest dose often 76.6 µM), inactives show top-dose activity change, negative = inhibition, actives largely listed as inhibitors; actives 0.093% (n = 390,000); also: % is scaled to controls: 0 for no effect and ±100 for the full control effect; nearly all actives have a fitted effect of over 65% in size
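IDH1-R132H (0.5 ug/mL dispensed) in pH 7.5 Tris buffer was preincubated 30 min with compound, then given a substrate mix of 0.016 mM NADPH and 2 mM alpha-KG for 80 min at room temperature; remaining NADPH was read by diaphorase/resazurin fluorescence.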
RGS4 inhibitor: inhibitors of human regulator of G protein signaling 4 | P49798 | Transcreener GDP fluorescence polarization, RGS4-accelerated GTP hydrolysis | Potency, µM (doses to about 114 µM), without a hit: at the highest dose activity change, negative = inhibition, actives largely listed as inhibitors | actives 0.039% (n = 390,000); also: % is scaled to controls: 0 for no effect and ±100 for the full control effect; nearly all actives have a fitted effect of over 75% in size; some results filed as inactive show a strong effect at the top dose
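MLSMR compounds (23 nl, pin-transferred) preincubated 10 min at room temperature with a 500nM (2x) first reagent, then RGS4 at 900nM (2x) plus Transcreener GDP mix added; fluorescence polarization (620/688 nm) read before and after 90 min at 30 °C.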
An asterisk follows results filed as active; ? = inconclusive; / = no result given; & = joins results of further samples; [ ] = dose if it differs, or a comment. Calls follow the shape of the dose curve; as a rule, active = well fitted curve in the direction sought with a large enough effect; inconclusive = small, poorly fitted or top-dose-only effect, or another doubt; inactive = no such curve, though single readings can be large; an effect the other way counts as inactive or inconclusive. Potency is read from the fitted curve at half-maximal effect. This is a subset, so the mix of outcomes need not match the whole.

SMILES	TrxR1 inh	Vif-APOBEC3G blk	12-LOX inh	RXFP1 agonist	TrxR1 substrate	Vif-APOBEC3F blk	USP1-UAF1 inh	mIDH1 inhibitor	RGS4 inhibitor
CCN(CC)C(=O)C1CCN(Cc2ccc(OCc3ccccc3)cc2)CC1	20%	-4%	3%	2.2%	3%	-9%	-19%	4%	8%
CC(C)CC(=O)N1CCN(Cc2ccc(Br)cc2)CC1	19%	0%	?	0.4%	6%	-1%	-15%	4%	-5%
COc1ccccc1NC(=O)CCNS(=O)(=O)c1ccc2c(c1)CC(C)N2C(=O)C1CC1 (configuration not stated)	13%[57.1 µM]	2%	2%	-3.0%	4%[57.1 µM]	-7%	-3%	-6%	4%[56.9 µM]
COc1ccccc1NC(=O)C(C)NS(=O)(=O)c1ccc(Cl)cc1 (configuration not stated)	-10%	0%	0%	0.9%	-11%	0%	-18%	6%	-26%[56.9 µM]
COc1ccc(NC(=O)c2c(C)noc2C)cc1S(=O)(=O)N1CCCCC1	/	-1%	2%	/	/	1%	-21%	3%	/
Cc1ccc(OCC(=O)N2CCN(S(=O)(=O)c3ccc(Cl)cc3)CC2)c([N+](=O)[O-])n1	9%	2%	-12%	-0.6%	2%	-2%	-17%	0%	-8%
O=C(CSc1ccc(-c2ccco2)nn1)N1CCCCCC1	?	0%	-14%	5.9%	7%	3%	-8%	4%	-28%
O=C(Nc1ccccc1)O/N=C1/CCCc2occc21	2%	-2%	52%[activator]	-2.6%	-1%	3%	-2%	0%	4%
O=C(CSc1ccccc1F)NNC(=O)c1cncc(Br)c1	6%	2%	12%	/	1%	2%	-18%	-9%	13%
CC(Nc1nc(-c2ccc(F)cc2)cs1)c1nc2cc(Cl)c(Cl)cc2n1CCOCCO (configuration not stated)	?	-12%	0%	/	0%	?	3%	-7%	-14%
Cc1ccc(-c2nnn(CC(=O)N(CC(=O)NC3CCCCC3)c3ccccc3F)n2)o1	15%[57.1 µM]	0%	-23%	-1.8%	-8%	9%	-11%	2%	9%
COC(=O)CSc1nc2sc3c(c2c(=O)n1-c1ccccc1C)CC(C)(C)OC3	14%	0%	-12%	2.6%	3%	-2%	-24%	3%	1%
Cc1ccc(CNS(=O)(=O)c2ccc(C(C)(C)C)cc2)n1C	?	-4%	?	0.2%	4%[57.1 µM]	-2%	-23%	8%	-23%
CC(=O)NCC(O)c1ccc([N+](=O)[O-])cc1 (configuration not stated)	5%[57.1 µM]	-2%	9%	0.3%	2%[57.1 µM]	-3%	-24%	-8%	22%
CCOc1ccccc1NC(=O)CCNS(=O)(=O)c1cccc2nsnc12	-8%[57.1 µM]	0%	-13%	1.0%	-6%[57.1 µM]	?	-8%	-2%	7%
Cc1ccc(C)c(N2CCN(S(=O)(=O)c3ccc(-c4cc(C)no4)s3)CC2)c1	198%[activator]	2%	3%	1.4%	-12%	-5%	-13%	-7%	-27%
Cc1cnc(NC(=O)COc2cccc3c2OC(C)(C)C3)s1	-8%	2%	?	-2.0%	-5%	-6%	-5%	1%	15%
CCc1ccc(NS(=O)(=O)c2cc(OC)ccc2OC)cc1	-7%	?	-1%[57.4 µM]	2.3%	-1%	-6%	-10%	-3%	15%
CCCNC(=O)COC(=O)c1cc2c(=O)n3ccccc3nc2s1	-21%	2%	-1%	?	227%[activator]	-6%	-7%	2%	2%
COc1ccc(NC(=O)Cn2cc(C(=O)c3ccccc3)c(=O)c3cc(OC)ccc32)c(OC)c1	2%	0%	0%	3.7%	-4%	-1%	-10%	-6%	1%
CC(=O)Nc1ccc(S(=O)(=O)N2CCC(N3CCCC3)CC2)cc1	8%	5%	?	2.6%	6%	3%	-3%	0%	3%
COc1ccc(C2Nc3ccccc3C(=O)N2NS(=O)(=O)c2ccc(C)cc2)c(OC)c1 (configuration not stated)	38%[activator]	-2%	15%	2.5%	53%[activator]	0%	-16%	2%	-33%
COc1cccc(NC(=O)CNC(=O)c2cccs2)c1	0%	0%	238%[activator]	-0.9%	-5%	-5%	-2%	6%	26%
CC(=O)NCCc1nc(-c2ccc(Cl)cc2)no1	10%	1%	4%	/	9%	0%	-22%	0%	-20%

Quoted from above, two compounds:
SMILES	TrxR1 inh	Vif-APOBEC3G blk	12-LOX inh	RXFP1 agonist	TrxR1 substrate	Vif-APOBEC3F blk	USP1-UAF1 inh	mIDH1 inhibitor	RGS4 inhibitor
Cc1ccc(C)c(N2CCN(S(=O)(=O)c3ccc(-c4cc(C)no4)s3)CC2)c1	198%[activator]	2%	3%	1.4%	-12%	-5%	-13%	-7%	-27%
Cc1cnc(NC(=O)COc2cccc3c2OC(C)(C)C3)s1	-8%	2%	?	-2.0%	-5%	-6%	-5%	1%	15%

Next part:
SMILES	TrxR1 inh	Vif-APOBEC3G blk	12-LOX inh	RXFP1 agonist	TrxR1 substrate	Vif-APOBEC3F blk	USP1-UAF1 inh	mIDH1 inhibitor	RGS4 inhibitor
Cc1ccc(C(=O)Nc2cccc(-c3ccc(N4CCOCC4)nn3)c2)cc1	4%[57.1 µM]	0%	-18%	0.4%	-4%[57.1 µM]	-8%	-2%	-6%	13%
CCN(CC)S(=O)(=O)c1cccc(C(=O)OCC(=O)Nc2ccccc2OC(F)F)c1	43%[activator]	-3%	0%	2.6%	9%	-11%	-10%	3%	1%
COc1ccc(CCNC(=O)c2cccc3ccccc23)cc1OC	51%[activator]	0%	15%	-0.5%	11%	-6%	-21%	-5%	15%
Cc1cccc(CS(=O)(=O)Cc2ccc(C(=O)NCc3ccco3)o2)c1	?	-4%	6%	1.4%	-2%	7%	-5%	4%	-17%
CCCNc1c(NC(=O)C2CCC(C)CC2)c(=O)oc2ccccc12 (configuration not stated)	4%	1%	2%&6%	-0.7%	-3%	-1%	-8%	16%	14%[56.9 µM]
N#Cc1c(-c2ccc(Br)cc2)nc2n(c1=O)CCCS2	-4%	-8%	-9%	7.4%	-7%	8%	0%	-4%	6%
CCOc1ccccc1-c1noc(CSc2nnc(-c3ccncc3)n2-c2ccc(F)cc2)n1	6%	0%	-12%	0.7%	-1%	3%	-5%	-3%	1%
Cc1cccc(-c2nnc(SCC(=O)NC3CC3)n2C)c1	12%	1%	-11%	?	2%	-1%	-13%	-1%	14%
C=CCn1c(-c2ccccc2)c[nH]c1=S	15%	4%	?	1.6%	30%	2%	-13%	6%	?
Cc1ccc(S(=O)(=O)NCC(=O)OCC(=O)Nc2cccc(S(=O)(=O)NC3=NCCCCC3)c2)cc1C	14%	-1%	?	1.2%	2%	-9%	-28%	8%	-4%
Cc1ccc(CN(C)C(=O)c2cccc(S(=O)(=O)N3CCc4ccccc43)c2)cc1	41%[activator]	-9%	?	/	8%	0%	-14%	1%	8%
Oc1ccccc1/C=N/NC1=NCCCCC1	13%	-5%	18%	-2.0%	12%	1%	-10%	3%	18%
CC(C)(C)C(=O)CN1CCN(C2c3ccccc3-c3ccccc32)CC1	-33%[57.1 µM]	-1%	-2%	0.0%	3%[57.1 µM]	-7%	-6%	6%	-11%
COc1cc(NC(=O)c2ccccc2F)ccc1NC(=O)c1ccccc1Cl	?	-9%	1%	0.6%	-11%	8%	-10%	5%	3%
Cc1cc(Cl)ccc1OCC(=O)Nn1c(C)ccc1C	-20%	2%	?	-0.4%	-4%	1%	-11%	6%	-35%
O=C(O)/C=C/C(=O)N1CCN(C(=O)/C=C/C(=O)O)CC1	-2%[57.1 µM]	-1%	?	-0.7%	6%[57.1 µM]	4%	-16%	-3%	1%
O=Cc1ccc(Cl)c(Cl)c1	22%	-2%	-6%	-0.3%	-1%	2%	-7%	-14%	-4%
Cc1cc(C)c(S(C)(=O)=O)c(Oc2ccccc2C)n1	18%[57.1 µM]	1%	7%	1.4%	12%[57.1 µM]	-4%	-4%	6%	-24%[11.4 µM]
CN(C)c1ccc(C(=O)OCc2ccccc2)cc1	15%[11.4 µM]	-1%	0%	1.9%	14%[57.1 µM]	-3%	-29%	7%	-10%[11.4 µM]
c1ccc2c(c1)ccc1ncccc12	-2%	2%	2%	0.3%	11%	2%	-1%	1%	2%
CCCCOCCCNC(=O)N[C@@H](CC(C)C)C(=O)O	27%	0%	-1%	0.2%	9%	-1%	-5%	-1%	-9%
CN(C)S(=O)(=O)Oc1cccc(C(=O)Nc2cccc(Cl)c2)c1	17%	-24%	0%	-3.2%	5%	1%	-22%	7%	7%[56.9 µM]
CN1C(=O)N(CC(=O)c2ccc3c(c2)OCO3)C(=O)C12CCCCC2	/	0%	15%	/	/	-6%	-6%	-6%	/
COc1cc(/C=N/n2c(C)nnc2C)cc(OC)c1OC	15%[57.1 µM]	-1%	0%	0.3%	14%[57.1 µM]	-9%	-12%	3%	-9%
C=CCNC(=S)N/N=C/c1ccc(OCc2ccccc2Cl)cc1	-4%	0%	?	-1.8%	3%	-4%	-18%	0%	-5%
CCCn1nc(C(=O)OCC(=O)Nc2ccc(C(N)=O)cc2)c2ccccc2c1=O	4%[57.1 µM]	-2%	-1%&6%	/	0%[57.1 µM]	7%	-10%	8%	-18%
COC(=O)CC1C(=O)NCCN1C(=S)Nc1cc(C)cc(C)c1 (configuration not stated)	-9%	0%	-3%	1.5%	-2%	4%	-16%	3%	-16%
O=C(NCC1CCCN(Cc2ccc3c(c2)OCCO3)C1)c1ccc2c(c1)OCO2 (configuration not stated)	32%	1%	1%	-1.1%	3%	-18%	6%	12%	5%

Assay outcomes (PubChem BioAssay)
